ALOX12 inh – blocks human arachidonate 12S-lipoxygenase; 580,000 compounds, 1.1% hits; P18054; purified 12hLO, xylenol orange hydroperoxide absorbance; Potency, µM (top dose mostly 108 µM), without a hit: at the highest dose activity change, negative = inhibition, hits mostly inhibitors; active = well fitted inhibition curve with a large enough effect; inconclusive = small, poorly fitted or top-dose-only effect, or another doubt; inactive = no such curve, though single readings can be large or run the other way
Target sequence (P18054 whole entry, looked up): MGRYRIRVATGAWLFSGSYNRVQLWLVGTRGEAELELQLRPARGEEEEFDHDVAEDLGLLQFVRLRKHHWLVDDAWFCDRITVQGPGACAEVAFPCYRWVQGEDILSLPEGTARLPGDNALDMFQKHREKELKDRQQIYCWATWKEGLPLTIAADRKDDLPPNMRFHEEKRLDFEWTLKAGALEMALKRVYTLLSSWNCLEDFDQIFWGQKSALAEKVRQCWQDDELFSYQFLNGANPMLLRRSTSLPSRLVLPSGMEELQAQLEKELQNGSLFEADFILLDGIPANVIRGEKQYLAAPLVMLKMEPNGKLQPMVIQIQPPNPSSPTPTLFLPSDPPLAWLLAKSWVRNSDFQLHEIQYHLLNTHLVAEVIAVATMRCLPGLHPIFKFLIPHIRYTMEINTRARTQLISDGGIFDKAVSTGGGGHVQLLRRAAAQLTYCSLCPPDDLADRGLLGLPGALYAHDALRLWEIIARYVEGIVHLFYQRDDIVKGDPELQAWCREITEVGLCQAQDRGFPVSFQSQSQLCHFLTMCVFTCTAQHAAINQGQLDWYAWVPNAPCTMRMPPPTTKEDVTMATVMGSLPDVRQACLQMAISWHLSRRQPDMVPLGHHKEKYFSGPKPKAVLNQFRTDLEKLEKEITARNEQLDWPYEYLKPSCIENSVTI
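Hydroperoxide product was detected by ferrous iron/xylenol orange as the 573 to 405 nm absorbance ratio. Arachidonic acid at 40 uM (final) was turned over for 30 min at room temperature by 150 nM human 12hLO, pH 7.0 Hepes buffer, after 15 min compound preincubation.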
Numbers without * were called inactive; ? = inconclusive; & = joins results of further samples; [ ] = another dose, or the depositor's remark. % is set by controls: 0 for no effect and ±100 for the full control effect; potency is the fitted concentration of half-maximal effect. Not all compounds are listed (hit frequency here may not be typical).

| ALOX12 inh | mol |
| --- | --- |
| ? | CCOC(=O)C1=C(C)Nc2ncnn2C1c1cccc(O)c1 (stereo not drawn) |
| -19% | Cc1ccc(NC(=O)c2nn(-c3ccccc3)c(=O)c3ccccc23)cc1S(=O)(=O)N(C)C |
| 27% | COc1ccc(CN2CCC3(CC2)CC(O)CCO3)cc1C (stereo not drawn) |
| -2% | Cc1cc(C)nc(N2C[C@H]3OC(=O)N(CCc4ccc(F)cc4)[C@H]3C2)n1 |
| 20% | CC(C)c1ccccc1NC(=O)C1CC=CCC1 (stereo not drawn) |
| -3% | CCOc1ccc2c(c1)cc(C(=O)NCCOC)n2C |
| -12% | FC(F)(F)c1cc(-c2ccccc2)nc(SCc2ccccc2Cl)n1 |
| ? | O=C(Nc1onc2c1CCCC2)c1cccc(Cl)c1 |
| -24% | Cc1ccccc1-c1cc(-c2ccccc2C)[nH]n1 |
| ? | O=C(O)CC/C(=C/c1ccc2ccccc2c1)c1nc2ccccc2s1 |
| 16% | CNC(=O)C(CC(C)C)NC(=O)Cc1nc(-c2cccs2)oc1C (stereo not drawn) |
| ? | CCNc1c(NC(=O)Nc2cccc(C)c2C)c(=O)oc2ccccc12 |
| 62%[activator][176 µM] | COc1ccc2[nH]c(C[C@@H]3C[C@@H](C(C)C)[C@H](CNC4CCN(C)CC4)C=C3C)nc2n1 |
| 76%[activator] | Cn1cnc(C(=O)N[C@@H]2[C@@H](Cc3ccccc3)[C@H]3OCC[C@@H]23)c1 |
| 2%[176 µM] | COCc1cn(C[C@H]2C[C@@H](NC(=O)c3ccc(C#N)cc3)[C@H](O)[C@@H]2O)nn1 |

(list continues)
| ALOX12 inh | mol |
| --- | --- |
| -17% | CCN(C(=O)CSc1nc2ccsc2c(=O)n1C)c1ccccc1 |
| 3%[176 µM] | COc1cccc(CN2CCCCC23Cc2ccccc2NC3=O)c1 (stereo not drawn) |
| 30%[activator] | c1ccc(-c2noc(-c3cncnc3N3CCN(C4CCCCC4)CC3)n2)cc1 |
| 13% | Cc1ccc(C)c(OCC(O)Cn2nnc(-c3cccnc3)n2)c1 (stereo not drawn) |
| -6% | CCOC(=O)C1=C(C)N(c2ccc3c(c2)OCO3)C(=O)NC1c1cccc(F)c1 (stereo not drawn) |
| 9% | CN(CC1CCOC1)C(=O)Nc1ccc(Cl)cc1F (stereo not drawn) |
| -28%[176 µM] | CCNC(=O)N[C@H]1CO[C@H]2[C@@H]1OC[C@@H]2n1cc(CN(C)Cc2ccccc2)nn1 |
| ? | O=C(COc1ccc2ccccc2c1)NCc1ccccc1CN1CCCC1 |
| -4% | Cc1ncccc1C(=O)N1CCC(COc2ccc3c(cnn3CC[S+](C)(=O)[O-])c2)CC1 |
| ? | CN(C)c1cccc(Nc2cc3c(cn2)cc(-c2cnn(C)c2)n3Cc2ccccc2)c1 |
| 13% | CC(C)CNC(=O)C(NC(=O)c1ccccc1Cl)C1CCN(C(=O)c2ccc(Cl)cc2)CC1 (stereo not drawn) |
| 9% | COc1ccc(CN2C(=O)COC[C@@H]2[C@H](O)c2ccc(NC(=O)CC(C)(C)C)cc2)cc1 |
| 11% | CC(O)CN1CC2(CCC1=O)CCN(C(=O)c1ccnn1C)CC2 (stereo not drawn) |
| 18% | CCCSc1ncc(Cl)c(C(=O)Nc2ccccc2C)n1 |
| 25% | O=C(COc1ccc(F)cc1)N1CCCC(Cc2noc(-c3ccccc3)n2)C1 (stereo not drawn) |

The list continues:
| ALOX12 inh | mol |
| --- | --- |
| -18% | CC(C(=O)N(C)Cc1ccccc1)N(c1ccc(Oc2ccccc2)cc1)S(C)(=O)=O (stereo not drawn) |
| -1% | Cc1ccc(C)c(OC(=O)c2ccco2)c1C |
| 52%[activator] | COCCN1CCCC2(CCN(C(=O)Cn3cccnc3=O)C2)C1=O (stereo not drawn) |
| ? | Cc1ccnc2nc(C(=O)OCC(=O)Nc3ccccc3)nn12 |
| 3%[6.33 µM] | COCCCNc1nc2c([S+](=O)([O-])c3ccc(Cl)cc3)nnn2c2ccccc12 |
| 8% | Cc1ccccc1NC(=O)N1CCCC(Cn2c(C3CC3)nc3cccnc32)C1 (stereo not drawn) |
| 8% | O=C([C@H]1C[C@H](Oc2ccccc2)CN1C(=O)NCc1ccccc1)N1CCOCC1 |
| 47%[activator] | CCOCc1nc(C2CCCN(C(=O)C(C)C)C2)no1 (stereo not drawn) |
| 38%[activator] | COCCN1C(=O)[C@H]2CN(Cc3ccc(OC)cc3OC)C[C@H]2C1=O |
| ? | O=C(Cc1ccccc1Cl)N1CCC(c2n[nH]c(=O)n2-c2ccccc2)CC1 |
| 8% | C=CCOC(=O)C(C#N)c1nc2ccccc2nc1N1CCN(C(c2ccccc2)c2ccccc2)CC1 (stereo not drawn) |
| 0% | Cc1cc(C)n2nc(SC(C)C(=O)Nc3cc(Cl)ccc3Cl)nc2n1 (stereo not drawn) |
| 4%[12.5 µM] | Cc1ccc(-c2cccc(CN)c2)c(C)c1 |
| 20% | Cc1ccc(CNC(=O)c2ccc(CN3C(=O)NC4(CCOCC4)C3=O)cc2)cc1 |
| 11% | CNc1nccc(N2CCC(CC(=O)NCCCN3CCOCC3)CC2)n1 |

By substructure: the entries above with an NH in an aromatic ring.
| ALOX12 inh | mol |
| --- | --- |
| -24% | Cc1ccccc1-c1cc(-c2ccccc2C)[nH]n1 |
| 62%[activator][176 µM] | COc1ccc2[nH]c(C[C@@H]3C[C@@H](C(C)C)[C@H](CNC4CCN(C)CC4)C=C3C)nc2n1 |
| ? | O=C(Cc1ccccc1Cl)N1CCC(c2n[nH]c(=O)n2-c2ccccc2)CC1 |

(next part)
| ALOX12 inh | mol |
| --- | --- |
| -13% | CCOC(=O)c1ccc(Nc2nc(N)c(C(=O)c3ccc(C)cc3C)s2)cc1 |
| 9% | Cc1cc(C(=O)N2CC(F)(F)C[C@H]2c2nc(C3CC3)no2)c(C)o1 |
| ? | CC(NC(=O)/C(C#N)=C\c1ccccc1)C12CC3CC(CC(C3)C1)C2 (stereo not drawn) |
| 3% | O=C([C@@H]1C[C@H](F)CN1S(=O)(=O)Cc1cccc(Cl)c1)N1CCCCC1 |
| ? | CC(Sc1ccc(Cl)cc1)c1nc(-c2ccco2)no1 (stereo not drawn) |
| 13% | COCc1ccc(C(=O)N2CCn3nc(CCC(=O)NC4CC4)cc3C2)o1 |
| 17% | CN1C(=O)C2(CCN(S(=O)(=O)c3ccc(F)cc3)C2)c2ccccc21 (stereo not drawn) |
| 1% | CCC1CN(CC(=O)NCc2ccc3c(c2)OCO3)Cc2ccc(Cl)cc2O1 (stereo not drawn) |
| 22% | NC(=O)C1CCCN1C(=O)c1nn(-c2ccccc2)c(=O)c2ccccc12 (stereo not drawn) |
| 42%[activator] | CCOC(=O)c1cn(C2CN(C(=O)Cc3cccc(Cl)c3)C2)nn1 |
| -3% | Cc1c(Cl)c(=O)oc2cc(OC(=O)[C@@H](NC(=O)OC(C)(C)C)C(C)C)ccc12 |
| 0% | COc1ccc2c(c1)cc(C(=O)NCCC(=O)Nc1ccc3c(c1)OCCO3)n2C |
| ? | CCOC(=O)C1CC1CN1CCCC2(Cc3ccccc3CNC2=O)C1 (stereo not drawn) |
| 51%[activator] | O=C(CCC1CCCN(S(=O)(=O)c2ccc(F)cc2)C1)NCc1ccccc1 (stereo not drawn) |
| 42% | CCCN1CCN(c2nnc(-n3cccc3CN3CCN(Cc4ccccc4)CC3)s2)CC1 |

Given in CSV form: six of the compounds above.
compound,ALOX12 inh
CCOC(=O)C1=C(C)Nc2ncnn2C1c1cccc(O)c1 (stereo not drawn),?
CCOc1ccc2c(c1)cc(C(=O)NCCOC)n2C,-3%
CN(C)c1cccc(Nc2cc3c(cn2)cc(-c2cnn(C)c2)n3Cc2ccccc2)c1,?
Cc1cc(C)nc(N2C[C@H]3OC(=O)N(CCc4ccc(F)cc4)[C@H]3C2)n1,-2%
CC(C(=O)N(C)Cc1ccccc1)N(c1ccc(Oc2ccccc2)cc1)S(C)(=O)=O (stereo not drawn),-18%
CN1C(=O)C2(CCN(S(=O)(=O)c3ccc(F)cc3)C2)c2ccccc21 (stereo not drawn),17%

(continued)
| ALOX12 inh | mol |
| --- | --- |
| 38% | CC(C)C(=O)Nc1ccc(NC(=O)C(C)C)c(Cl)c1 |
| 62%[activator] | O=C1CCCCCN1CCc1nc(C2CCOC2)no1 (stereo not drawn) |
| 0% | O=c1oc2ccccc2c(NC2CCCC2)c1NS(=O)(=O)c1ccccc1Cl |
| 36%[activator] | Cc1ccc(C(=O)N2C(C(=O)NCC3CCCO3)COC23CCN(C(=O)c2cccs2)CC3)cc1 (stereo not drawn) |
| 15% | COCCCNC(=O)CN1CCCc2nc(C3CC3)ncc2C1=O |
| -38% | CC(C)=CC1C=C(C)C(C)C(c2ccccc2)C1C(=O)c1ccccc1 (stereo not drawn) |
| 0% | CCn1nc(C(=O)Nc2ccccn2)c2ccccc2c1=O |
| -6%[176 µM] | Cc1cc(Cn2cc3c4c(cccc42)[C@H](CC(C)C)N[C@H](C(=O)NC2CCC2)C3)no1 |
| 31%[activator] | CN(CC(N)=O)C(=O)[C@@H]1[C@@H](NC(=O)Nc2ccc(F)cc2F)CCN1C(=O)c1cnccn1 |
| 11%[176 µM] | Cc1cc(-c2cc3c(cn2)N(C)CCN(C)C3)ccn1 |
| -24% | N#Cc1c(SCC(=O)N2CCOCC2)nc(N2CCCC2)c2c1CCCC2 |
| 67%[activator] | COc1ccc(-c2cc(N3CCCC(NC(=O)c4ccccc4Cl)C3)n[nH]2)cc1 (stereo not drawn) |
| 15% | CCCCNC(=O)CN1CCN(c2nc(C(F)(F)F)nc3ccccc23)CC1 |
| 3%[176 µM] | COc1ccc(-c2[nH]nc3ncc(C(=O)N(C)Cc4ccccc4)nc23)c(C)c1 |
| ? | O=C1CCCc2occ(C(=O)N3CCCC4(CCNC4)C3)c21 (stereo not drawn) |

Next part:
| ALOX12 inh | mol |
| --- | --- |
| 2% | CCCOc1ccc(C(CC(=O)c2ccc(C)cc2)S(=O)(=O)c2ccc(C)cc2)cc1 (stereo not drawn) |
| 8%[176 µM] | COCCNC(=O)C[C@@H]1C[C@@H](C(C)C)[C@H](CNS(=O)(=O)c2ccccc2)C=C1C |
| -28% | COc1ccc2c(C)c(-c3ccccc3)c(=O)oc2c1 |
| -27% | CCOC(=O)Cc1nnc(SC(C)C(=O)Nc2ccc(F)c(F)c2)n1Cc1ccccc1 (stereo not drawn) |
| -9% | COc1ccc(Br)cc1/C=C/C(=O)Oc1ccc(C2CCCCC2)cc1 |
| -3% | CC(=O)NNC(=O)CC1Sc2ccccc2NC1=O (stereo not drawn) |
| -9% | COC(=O)c1cc(-c2ccc(S(=O)(=O)N3CCN(c4cc(Cl)ccc4C)CC3)s2)on1 |
| ? | O=C(CCc1ncc(-c2ccc(F)cc2F)o1)Nc1ccc(Cl)cc1 |
| -61%&-29% | CC(=O)C1=CCN(C)CC1 |
| 9% | O=Cc1c[nH]c2cc(F)ccc12 |
| 24% | N#Cc1ccccc1CN1CCCC(c2nc(-c3cccnc3)no2)CCNC(=O)CC1 (stereo not drawn) |
| 34%[activator] | Cc1ccc(C(=O)N2CCC[C@H](n3c(=O)n(Cc4ccccc4)c4cccnc43)C2)cn1 |
| -26% | Cc1cccc(-c2nc(-c3ccc(F)cc3)no2)c1 |
| ? | COc1ccc2cc1Nc1ccc(cc1)C[C@H](NCc1ccc(C)o1)C(=O)N(C)[C@H](C(=O)NCCC(C)C)C2 |
| -33% | Cc1ccc2nc(-c3cccc(Cl)c3)c(Cc3cccc(Cl)c3)n2c1 |

Next records:
| ALOX12 inh | mol |
| --- | --- |
| 69%[activator] | Cc1cccc(C(=O)N2CCCC(N3CCN(c4cccc(C(F)(F)F)c4)CC3)C2)c1 (stereo not drawn) |
| 9%[176 µM] | O=C(Nc1ccc2c(c1)OCCO2)N[C@@H]1C[C@H](CO)[C@@H](O)[C@H]1O |
| 4% | COc1ccc(NC(=O)[C@@H]2C[C@@H](c3ccc(F)cc3)N([S+](=O)([O-])c3ccccc3)C2)cc1 |
| 9% | Cc1cc2nc3n(c(=O)c2n1CC(=O)Nc1cccc(C#N)c1)CCC3 |
| -22% | COC(=O)c1ccc(COc2ccccc2Cc2ccccc2)o1 |
| 52%[activator] | COC(=O)c1cc(N)cc(C(=O)OC)c1 |
| ? | O=C1CC(c2ccccc2)N(C(=O)C2CC2)CCCNCCN1 (stereo not drawn) |
| 6% | COc1ccc2c(c1)[C@@]1(OCCC=C[C@H]1C)C(=O)N2Cc1ccccc1C(F)(F)F |
| 91%[activator] | c1ccc2c(c1)CC(c1n[nH]c(C3CCOCC3)n1)CO2 (stereo not drawn) |
| 4%[176 µM] | CC1(c2ccccc2)N(Cc2ccccc2C#N)C(=O)OC12CCN(c1ccncc1)CC2 (stereo not drawn) |
| 16% | O=C(c1ccc2ccccc2n1)N1CCN(C(=O)c2nnn3c2COC(c2ccccc2)C3)CC1 (stereo not drawn) |
| 1% | CCOC(=O)Cn1c(=O)c2c3c(sc2n(CCCN(C)C)c1=O)CC(C)CC3 (stereo not drawn) |
| 14% | O=C(NCCc1noc(-c2ccccc2)n1)c1ccccc1 |
| 18%[176 µM] | CNC(=O)C1CN(c2cccc(OC)c2)C(=O)N1 (stereo not drawn) |
| ? | COc1ccc(-c2nc(-c3ccc(C)cc3C)cs2)cc1OC |

Later entries:
| ALOX12 inh | mol |
| --- | --- |
| ? | CCN(CC(=O)Nc1ccc(NC(C)=O)cc1)C(=O)c1nn(-c2ccccc2)c2c1CCC2 |
| -28% | COC(=O)c1cc(C(C)C)sc1NC(=O)Cc1c(Cl)cccc1Cl |
| -9% | COc1ccc(C(=O)N[C@@H]2CCC[C@@H]2C(=O)N2CCN(c3ccccn3)CC2)cc1 |
| ? | CC(=O)Nc1cccc(-c2n[nH]c3c2CC(=O)N(c2ccccc2)C3)c1 |
| -50% | O=C(O)CSc1ccc(F)c(F)c1 |
| -8% | COC1OC(COCc2ccccc2)C2OC(C)(C)OC2C1O (stereo not drawn) |
| -3% | O=C(O)CCNC(=O)Cn1nc2c(cc1=O)CCCC2 |
